bCat KO growth – primary screen for growth suppressors in beta-catenin knockout HCT116 cells (colon tumor, human). HCT116 beta-catenin knockout viability, CellTiter-Glo, 60 h; stronger effect = lower value. viability, % at 10 µM. 1.5% of 140,000 active;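 active = viability at or under a set limit, the compound median less 4 SD, cut at about 6% in these data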;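 note: 0% = Hyamine 1622 control at 20 µM and 100% = untreated cell control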
Yeast growth inh – growth inhibitors of yeast BB579 in restrictive medium, primary screen, yeast lifespan-shortening project, S. cerevisiae; OD615, 48 h; inhibition, % at 10 µM; 0.51% of 140,000 active;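 active = inhibition above a set limit, 3 SD over the mean compound inhibition, cut at about 44% in these data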; note: inactives centre near -24
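Material: Saccharomyces cerevisiae DeaD strain BB579, replicative lifespan model yeast; buffer or medium: CSMM-D restrictive synthetic medium containing dextrose (glucose); compound: 10 µM single dose, DMSO 0.25%; timing: 48 h compound exposure at 30 °C after 4 h preincubation; signal: turbidity as optical density at 615 nm; benchmarks: positive control amphotericin B 10 µg/mL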
Measles CPE – compounds protecting cells from measles virus cytopathic effect, primary screen, measles RdRp inhibitor project, single point, MLSMR library, absorbance; 1.5% of 140,000 active; protection (pct of control), % at 4 µM; Measles virus-infected cells, CPE protection; in the data active = protection mostly above about 24%, no sharp cut-off; inactive = mostly below about 26%; note: some compounds called inactive have numbers as strong as hits
Yeast lifespan up – compounds extending yeast replicative lifespan, primary screen, S. cerevisiae, OD615. S. cerevisiae growth with nicotinamide; deaD strain in restrictive glucose medium. inhibition of the nicotinamide effect, % at 10 µM. AID 775, 2007. 0.68% of 130,000 active;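 active = inhibition above a set limit, placed 3 SD over the median of all compounds, cut at about 26% in these data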;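 note: 0% = nicotinamide-treated wells and 100% = cells grown without nicotinamide; some compounds called inactive have numbers as strong as hits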
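assay system = DeaD-strain S. cerevisiae | buffer or medium = restrictive glucose medium | reagent = 1.5 mM nicotinamide | compound = 10 µM single point, 0.25% DMSO | incubation = 48 h compound exposure at 30 °C, humidified | signal = OD615 measurement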
MRP1 act – H69AR viability gain despite doxorubicin, primary screen, MRP-1 activator project, H69AR cells, CellTiter-Glo; viability rescue; viability increase, % at 10 µM; 0.61% of 140,000 active;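 active = viability gain under doxorubicin at or above a set limit, the compound median plus 3 SD, cut at about 4.7% in these data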;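 note: MRP-1 overexpressing cells given doxorubicin 25 µM after compound pretreatment; 18-22 h compound pretreatment then 72 h with doxorubicin before readout; 0% = doxorubicin-only wells and 100% = vehicle-treated cells without doxorubicin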
Phagocytosis inh – inhibitors of macrophage phagocytosis, primary screen, imaging, J774A.1 cells, IgG beads; 0.07% of 110,000 active; inhibition, % at 5 µM; J774A.1 macrophage IgG-bead phagocytosis; AID 1029, 2008;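 active = inhibition above the mean of the plate negative controls plus 5 SD, cut at about 13% in these data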;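 note: phagocytic index as fraction of beads internalized from green versus red external bead signal; plate controls were DMSO negative control for no effect and cytochalasin-D positive control for full effect; some results beyond the cut were filed as inactive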
E-sel TNF inh – E-selectin induction blockers in HUVEC – imaging, immunofluorescence, high content, primary screen; AID 1246, 2008; HUVEC TNFa-induced E-selectin immunofluorescence; inhibition, % at 2 µM; 0.71% of 120,000 active;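 active = inhibition above the batch mean plus 3 SD, and confirmed as a hit on visual image review, cut at about 43% in these data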;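 note: 0% = TNF-stimulated DMSO wells and 100% = unstimulated control wells; not every result past the cut was called active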
GALR2 blocker – GALR2 antagonists in receptor-expressing cells, primary screen; Galanin receptor type 2 (Homo sapiens), O43603; antagonist mode; inhibition, % at 4 µM; 0.39% of 140,000 active; AID 828, 2007; in the data active = inhibition above about 27%;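 note: cells stimulated with galanin 1-16 at roughly its EC80; 0% = agonist challenge control and 100% = basal control without agonist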
Target sequence (O43603 whole entry, looked up): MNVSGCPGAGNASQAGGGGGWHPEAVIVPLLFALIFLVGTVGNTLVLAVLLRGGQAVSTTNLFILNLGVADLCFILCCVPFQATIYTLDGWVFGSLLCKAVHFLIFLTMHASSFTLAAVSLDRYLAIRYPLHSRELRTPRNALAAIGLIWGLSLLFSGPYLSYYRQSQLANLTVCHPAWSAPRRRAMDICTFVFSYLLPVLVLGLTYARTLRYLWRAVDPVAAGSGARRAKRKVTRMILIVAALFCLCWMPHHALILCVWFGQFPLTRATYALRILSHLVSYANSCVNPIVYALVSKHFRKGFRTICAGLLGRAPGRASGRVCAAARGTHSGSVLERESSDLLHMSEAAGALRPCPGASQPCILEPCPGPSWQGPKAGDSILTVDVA
HCT116 PTEN-null – growth suppression of PTEN-null HCT116, primary screen, cell-based, CellTiter-Glo. 1.2% of 140,000 active. viability, % at 10 µM. HCT116 PTEN-null viability, 60 h; stronger effect = lower value;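 active = viability at or below a set limit, 4 SD under the median of all tested compounds, cut at about 3.7% in these data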;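 note: PTEN knockout HCT116 line with beta catenin targeted HCT116 as companion control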
NPY Y2 blocker – NPY-Y2 receptor antagonists, primary screen, cell-based | NPY-Y2 expressing cells, antagonist mode | inhibition, % at 2.7 µM | 0.99% of 140,000 active; in the data active = inhibition above about 17%;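 note: 0% = vehicle with agonist challenge and 100% = reference antagonist with challenge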
Target sequence (P49146 whole entry, looked up): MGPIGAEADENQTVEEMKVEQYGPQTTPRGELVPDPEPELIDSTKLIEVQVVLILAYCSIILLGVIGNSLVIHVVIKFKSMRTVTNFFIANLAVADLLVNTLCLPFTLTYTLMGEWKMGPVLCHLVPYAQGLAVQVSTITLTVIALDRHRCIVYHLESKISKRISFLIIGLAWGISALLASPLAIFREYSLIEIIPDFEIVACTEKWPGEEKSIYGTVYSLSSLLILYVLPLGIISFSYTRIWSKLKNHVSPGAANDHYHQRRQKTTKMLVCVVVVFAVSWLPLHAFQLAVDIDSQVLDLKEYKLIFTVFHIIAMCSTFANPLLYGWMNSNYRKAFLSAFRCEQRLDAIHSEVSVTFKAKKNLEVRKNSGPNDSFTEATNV
Starred values were filed as active, the others as inactive; / = no result given.

#	SMILES	bCat KO growth	Yeast growth inh	Measles CPE	Yeast lifespan up	MRP1 act	Phagocytosis inh	E-sel TNF inh	GALR2 blocker	HCT116 PTEN-null	NPY Y2 blocker
1	Cc1c(C)c2ccc(Oc3ccc([N+](=O)[O-])cc3C(F)(F)F)c(C)c2oc1=O	102	-21	8	-12	-0.7	/	/	-4	84	6
2	Cc1cc(OCCN2CCOCC2)nc2ccccc12	94	-19	4	0	1.3	2	/	-4	103	1
3	Cc1ccc(CNC(=O)C2CCCN(S(=O)(=O)c3c(C)n[nH]c3C)C2)cc1 (stereo not given)	100	-26	4	1	-0.2	-1	2	-4	107	0
4	COc1cc(-c2nc3oc4ccccc4c(=O)c3c(=O)n2Cc2ccco2)cc(OC)c1OC	58	-38	15	-5	-0.8	-1	-7	-3	72	1
5	Cc1cccc(S(=O)(=O)c2c(N)n(Cc3ccco3)c3nc4ccccc4nc23)c1	61	-55	21	-2	-1.1	0	4	2	42	-2
6	CCOCCn1c(SCc2ccc(C)cc2)nc2c1c(=O)[nH]c(=O)n2C	91	-7	3	-8	-3.0	-1	/	-9	92	1
7	O=C(/C=C\NCC(=O)c1ccccc1)c1ccc(F)cc1	111	-4	6	-9	-2.6	/	-65	-5	99	4
8	O=C(CN1CCC(n2nnc3cc(F)ccc32)CC1)NCc1ccco1	84	-16	6	-23	-3.5	0	3	-6	91	-1
9	CCc1c(C)nc2ncnn2c1N1CCC(C(=O)NCc2ccc3c(c2)OCO3)CC1	91	-6	12	-7	-0.7	0	-7	-4	81	1
10	O=C1CC(N2CCN(S(=O)(=O)c3cccc(C(F)(F)F)c3)CC2)C(=O)N1Cc1ccccc1 (stereo not given)	88	3	2	24	-0.5	0	-14	-22	94	0
11	CCOc1ccc(OCc2cccc(C(=O)N/N=C/c3cccnc3)c2)cc1	92	-21	21	-6	-1.4	-7	28	-8	101	1
12	COc1ccc(C2CC(=O)Nc3ccccc3S2(=O)=O)cc1OC (stereo not given)	102	-73	11	-9	0.2	0	/	8	108	2
13	CCOCCCn1cnc2c(c1=O)c1nc3ccccc3nc1n2-c1ccc(C)cc1	94	-28	1	-2	-2.1	1	8	-3	105	1
14	CCN1CCCC1CNS(=O)(=O)c1ccc(C(=O)Nc2ccccc2)cc1 (stereo not given)	78	-35	12	-21	-2.3	0	20	1	88	3
15	COc1ccccc1/C=C1\S/C(=N/NC(=O)c2cccc(Br)c2)NC1=O	61	-54	11	-8	-0.9	0	17	2	75	7
16	Cc1cc(C)c(C#N)c(SCC(=O)N(C)C2CCCCC2)n1	95	-39	34	-3	0.6	-1	9	-1	100	7
17	CCC(=O)N1c2ccccc2C(N(C(C)=O)c2ccccc2)CC1C (stereo not given)	53	-5	5	/	-2.3	/	-2	-4	61	-1
18	Cc1ccc(-n2cccc2/C=C2/NC(=O)N(CC(=O)Nc3cccc(C)c3)C2=O)cc1	94	-50	3	1	-2.2	-13	/	5	101	-1
19	CCOC(=O)CSc1nnc(CNC(=O)c2ccco2)n1C	89	-1	19	3	-4.0	0	0	6	94	3
20	S=C(c1ccc(-c2ccc(Cl)cc2Cl)o1)N1CCCCC1	79	-5	4	-21	-0.4	-1	/	-4	84	10
21	CCc1nc(C)ccc1OCC(=O)O	102	-27	11	0	-0.1	/	44	-12	109	1
22	COC(=O)c1onc(-c2c(OC)cc(OC)cc2OC)c1C(=O)OC	103	-6	9	1	1.1	-2	12	-8	103	2
23	Cc1ccc(CCCOC(=O)C[N+]2(C)CCOCC2)cc1	98	-28	5	3	-0.8	3	-16	-1	108	2
24	Cc1nc(NC(=O)/C=C/c2ccccc2)n[nH]1	78	-30	9	11	-4.9	-4	/	22	86	2
25	CC1(C)CC(=O)C2=C(C1)NC1=C(C(=O)c3ccccc31)C2c1ccc(Cl)cc1 (stereo not given)	33	-7	8	1	-4.8	-5	/	-17	14	-6
26	Cc1ccccc1C(=O)NNC(=O)C(=O)N1CCCCC1	93	-25	6	7	-0.8	-3	/	-8	99	3
27	CS(=O)(=O)N(Cc1ccccc1F)c1ccccc1	98	-26	8	/	-0.6	/	-22	0	101	1
28	CCN(CC)c1ccc(C=Nc2ccc(C#N)cc2)c(O)c1	112	-69	10	-6	-0.7	0	13	13	110	0
29	O=C1OCC2=C1C(c1ccc3c(c1)OCO3)Sc1ccccc1N2 (stereo not given)	89	-21	17	-7	-2.4	-1	-15	3	75	-2
30	CCOC(=O)Cc1csc(NC(=S)NC(=O)c2ccc(C)cc2)n1	97	-9	10	-1	2.3	-6	12	-9	104	7
31	O=C1c2cccc(OCC(=O)N3CCCc4ccccc43)c2CCN1Cc1ccc(Br)cc1	8	-8	5	2	-3.0	-7	81*	-9	4	-1
32	O=C(NC1CC1)c1cc(-c2ccccn2)nc2ccccc12	96	-25	17	-15	-2.6	6	-2	8	88	3
33	CCOC(=O)CN1c2ccccc2NC(=O)CC1C (stereo not given)	92	11	7	-4	-3.0	-1	10	-17	97	4
34	Cc1nn2c(C(F)(F)F)cc(-c3ccc(Cl)cc3)nc2c1C(=O)N1CCOCC1	95	5	16	-6	-1.0	0	-61	0	91	2
35	CCCN1CCN(CCCNC(=O)C2CCCN(c3nc4ccc(OCC)cc4s3)C2)CC1 (stereo not given)	94	-21	2	-8	-0.1	3	-12	6	102	1
36	CC(C)c1ccc2oc(-c3ccc(N)cc3)nc2c1	85	-2	27	-9	-4.8	0	-46	0	82	-2
37	O=C(C1CCN(c2nnc(N3CCCC3=O)s2)CC1)N1CCN(Cc2ccc3c(c2)OCO3)CC1	88	-29	4	-3	-1.7	/	-11	-17	94	-1
38	CCOC(=O)c1cc(-c2ccccc2)sc1NC(=O)C(C)OC(=O)c1cccnc1OCC (stereo not given)	84	-14	9	3	0.2	-10	-33	-1	85	5
39	CC(C)CC(c1nnnn1Cc1cccs1)N1CCN(c2nc3ccccc3s2)CC1 (stereo not given)	64	-27	12	/	-0.9	/	4	0	65	1
40	O=C(CSc1nc2ccccc2[nH]1)N/N=C/C=C/c1ccccc1[N+](=O)[O-]	71	-24	11	2	-2.0	-6	/	4	70	2
41	C=CCn1c(SCc2c(F)c(F)c(F)c(F)c2F)nc(O)cc1=O	104	-18	29	-7	-0.3	0	/	-1	104	4
42	CCOC(=O)c1cc(NC(=O)c2ccoc2C)cc(C(=O)OCC)c1	94	-40	10	-24	-2.6	1	15	-13	89	3
43	O=C1CCCc2ccccc2N1Cc1ccc(Cl)cc1	97	-26	4	-19	-1.5	/	14	3	94	2
44	Cc1ccc(C)c(C(=O)COC(=O)c2ccccc2N2C(=O)C3C4CCC(C4)C3C2=O)c1 (stereo not given)	94	-9	7	-7	-2.4	-1	-34	0	75	0
45	CCC(=O)Nc1ccc(NC(=S)NC(=O)Cc2ccccc2)cc1	95	-19	13	0	3.5	-5	/	2	104	2
46	COc1c(Cl)cc(C(=O)Nc2ccccc2C(=O)O)cc1Cl	92	-44	5	-27	-1.7	/	/	4	83	3
47	COc1ccc(O)c(C=Nc2cc(NC(C)=O)c(Cl)cc2Cl)c1	93	-19	17	1	-2.3	-2	-29	-4	105	-2
48	CCN(C(=O)CSc1nc2nc(C)cc(C)n2n1)c1ccccc1	100	-24	10	-2	-1.0	2	/	-8	91	1
49	CCOC(=O)c1cc2c(C)nn(-c3ccccc3)c2s1	88	-28	22	/	-4.3	/	13	7	94	3
50	N#CC(c1ccc(Cl)cc1)c1ccc2c(C(F)(F)F)cc(C(F)(F)F)nc2n1 (stereo not given)	0.9*	31	4	-11	-6.8	-1	22	-10	0.8*	8
51	CC(=O)C1=C(C)NC(SCC(=O)c2ccc(C)cc2)=C(C#N)C1c1ccco1 (stereo not given)	43	-62	12	-7	-2.0	-1	-5	-3	50	-1
52	O=C(CCCn1cnc([N+](=O)[O-])n1)Nc1ccc(Cl)cc1Cl	93	-26	11	-2	0.5	-1	/	-2	94	4
53	COc1cccc(C=Nc2cccnc2)c1O	95	-16	7	-6	0.6	-2	32	4	96	0
54	Cc1nc(CNS(=O)(=O)c2cccnc2)cs1	107	-51	9	-7	0.7	3	-7	-10	107	0
55	CCOC(=O)c1c(NC(=O)CSc2c[nH]c3ccccc23)sc2c1CCCC2	78	5	6	-1	-1.9	/	15	6	80	3
56	Cc1cc2c(=O)[nH]cnc2s1	97	-22	30	-10	-1.9	-2	8	-10	88	0

(list continues)
#	SMILES	bCat KO growth	Yeast growth inh	Measles CPE	Yeast lifespan up	MRP1 act	Phagocytosis inh	E-sel TNF inh	GALR2 blocker	HCT116 PTEN-null	NPY Y2 blocker
57	CCOC(=O)N/N=C/c1cc(C)n(-c2ccccc2)c1C	104	2	28	0	-1.4	-2	/	-4	97	2
58	COC(=O)C1=C(C)N(CCCC(=O)O)C(=O)NC1c1ccc(-c2ccccc2)cc1 (stereo not given)	88	-66	6	6	-1.2	/	/	9	81	2
59	COc1cc2[nH]c(=O)n(CCC(=O)NCCC(C)C)c(=O)c2cc1OC	98	-26	4	-18	0.1	-1	-29	-2	97	2
60	COc1cccc(C2=NOC(C(=O)N3CCc4ccccc4C3)C2)c1 (stereo not given)	72	-3	17	-5	-3.4	/	/	-6	65	9
61	Cc1csc(SCCn2c(N3CCOCC3)nc3c2c(=O)[nH]c(=O)n3C)n1	99	-7	22	-3	-0.8	0	/	0	109	2
62	COc1ccc(NC(=S)c2ccncc2)cc1	90	-22	9	-5	-1.3	-4	/	-1	100	3
63	Cc1onc(-c2c(Cl)cccc2Cl)c1C(=O)NC(=S)Nc1sc2c(c1C(N)=O)CCC(C)C2 (stereo not given)	88	-32	5	3	0.9	-9	/	-10	95	1
64	COCCNc1cc(C)nc2c(-c3ccccc3OC)c(C)nn12	94	5	19	-6	-2.7	0	/	6	92	0
65	CC(=O)N1N=C(c2ccc(C)cc2)OC1c1ccc(C)cc1 (stereo not given)	100	-65	23	-8	1.4	0	-1	-8	113	3
66	CCCCc1ccc(NC(=O)CSCc2cc(=O)[nH][nH]2)cc1	99	-32	17	1	-3.8	-2	8	-8	104	0
67	O=C(Nc1nc(-c2ccccc2)cs1)c1cccc(S(=O)(=O)N2CCN(Cc3ccccc3)CC2)c1	68	-90	4	-1	1.0	0	25	14	80	0
68	CCOc1ccc(NC(=O)CSc2nnc(Cn3cnc4ccccc43)n2C)cc1	94	-44	5	/	-0.8	/	6	-2	94	0
69	NS(=O)(=O)c1ccc(NCc2ccccc2OCc2ccc(F)cc2)cc1	76	-4	19	0	-0.6	-1	-14	-5	75	5
